Screens as filed in PubChem.
Furin inh = human furin inhibitors, primary screen, biochemical, fluorescence intensity; purified furin, fluorogenic substrate cleavage; actives 0.061% (n = 220,000); P09958; AID 463115, 2010; inhibition, % at 30 µM; in the data active = inhibition above about 25%; note: inactives centre near -15
TRPN1 ag = zebrafish TRPN1 channel agonists, primary screen, cell-based, HEK293, calcium fluorescence. HEK293 zebrafish TRPN1-YFP, Fluo-8 calcium fluorescence; 100% = response to 87 µM carbachol. transient receptor potential cation channel N1 (TRPN1/NompC), Danio rerio. activation, % at 3 µM. actives 0.18% (n = 220,000);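 active = activation above its plate's cutoff, the mean activation of test wells on that plate plus 3 SD, cut at about 19% in these data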;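 note: 0% = DMSO alone and 100% = 87 µM carbachol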
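Material: zebrafish TRPN1-YFP in HEK293 cells; Doses: single test compound dose, 3 µM nominal, 0.3% DMSO; Timing: dye loading 1 h at 37 °C, then 30 min room temperature; Technique: intracellular calcium fluorescence with Fluo-8; Benchmarks: high carbachol 87 µM, low DMSO alone.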
m-calpain inh = inhibitors of pig calpain II, primary screen, biochemical, fluorogenic peptide substrate, 1536-well. purified calpain II, 30 min. inhibition, % at 16 µM. actives 0.37% (n = 220,000);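 active = inhibition above about 50%, limit read from the data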
Cl transport mod = KCC2 cotransporter modulators, thallium flux, primary screen, cell-based, HEK293 KCC2, FluoZin-2 fluorescence, MLSMR | Solute carrier family 12 member 5 (Homo sapiens), Q9H2X9 | KCC2 cells, thallium flux FluoZin-2 fluorescence | B-score of Tl+ flux slope (higher = more flux/activation; lower = inhibition) at 10 µM | actives 2.2% (n = 190,000) | AID 1456, 2008;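 active = thallium flux slope and its plate-corrected score both differing from the plate sample mean at a set confidence after two filtering rounds, in either direction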;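 note: slope of fluorescence scaled to starting intensity during 10 to 20 s after thallium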
Target sequence (Q9H2X9 whole entry, looked up): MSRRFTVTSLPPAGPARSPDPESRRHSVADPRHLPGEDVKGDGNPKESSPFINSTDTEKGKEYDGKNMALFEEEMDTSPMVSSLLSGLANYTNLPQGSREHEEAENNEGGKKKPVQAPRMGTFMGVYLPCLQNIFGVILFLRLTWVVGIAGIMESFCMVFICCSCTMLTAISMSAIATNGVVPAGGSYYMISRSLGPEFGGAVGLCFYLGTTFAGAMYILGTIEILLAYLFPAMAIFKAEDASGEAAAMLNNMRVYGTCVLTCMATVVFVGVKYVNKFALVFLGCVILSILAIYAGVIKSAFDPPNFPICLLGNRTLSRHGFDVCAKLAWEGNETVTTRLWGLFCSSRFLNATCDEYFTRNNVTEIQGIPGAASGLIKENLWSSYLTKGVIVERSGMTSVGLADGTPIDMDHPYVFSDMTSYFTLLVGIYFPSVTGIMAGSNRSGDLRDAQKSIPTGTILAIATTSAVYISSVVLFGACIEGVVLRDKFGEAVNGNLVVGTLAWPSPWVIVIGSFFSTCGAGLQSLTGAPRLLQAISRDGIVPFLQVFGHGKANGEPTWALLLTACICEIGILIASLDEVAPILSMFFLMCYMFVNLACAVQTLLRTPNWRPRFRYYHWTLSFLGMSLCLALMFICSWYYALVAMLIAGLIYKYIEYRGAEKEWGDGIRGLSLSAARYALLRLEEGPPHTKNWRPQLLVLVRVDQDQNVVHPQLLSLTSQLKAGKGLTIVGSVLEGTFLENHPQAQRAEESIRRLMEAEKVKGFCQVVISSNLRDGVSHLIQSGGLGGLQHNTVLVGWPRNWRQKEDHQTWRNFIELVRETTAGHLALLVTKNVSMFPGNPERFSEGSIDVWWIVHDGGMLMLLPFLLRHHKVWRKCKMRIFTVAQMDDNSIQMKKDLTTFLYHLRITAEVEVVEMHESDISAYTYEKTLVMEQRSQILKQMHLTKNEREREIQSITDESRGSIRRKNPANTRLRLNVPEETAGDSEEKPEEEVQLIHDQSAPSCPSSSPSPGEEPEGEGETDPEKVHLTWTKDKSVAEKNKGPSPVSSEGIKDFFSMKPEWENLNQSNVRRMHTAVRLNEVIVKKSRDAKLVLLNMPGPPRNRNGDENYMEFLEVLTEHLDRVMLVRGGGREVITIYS
TRPML3 ag = human TRPML3 channel agonists, primary screen, cell-based, HEK293 TRPML3-YFP, Fluo-8 calcium fluorescence, 3 µM; actives 0.29% (n = 220,000); activation, % at 3 µM; Mucolipin-3 (Homo sapiens), Q8TDD5; AID 1448, 2008; 100% = the carbachol control signal;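 active = activation above its plate's cutoff, the mean activation of the plate's test wells plus 3 SD, cut at about 12% in these data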;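 note: 0% = DMSO only wells and 100% = carbachol wells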
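system = HEK293 cells stably carrying human TRPML3-YFP | doses = one concentration, 3 µM nominal, 0.3% DMSO | timing = dye loading 1 h 37 °C then 30 min ambient, 125 s read | detection = Fluo-8 calcium dye fluorescence, ex 470-495, em 515-575 nm | benchmarks = high control carbachol 87 µM, low control DMSO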
Tb hexokinase = Trypanosoma brucei hexokinase 1 inhibitors, primary screen, biochemical, G6PDH-coupled NADH absorbance, MLSCN library; hexokinase 1 [Trypanosoma brucei]; recombinant TbHK1, G6PDH-coupled NADH A340; inhibition, % at 10 µM; actives 0.11% (n = 220,000); AID 1430, 2008;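 active = inhibition of 50% or more in the single-dose primary screen; inactive = inhibition below 50%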
EBV gp42 inh = Epstein-Barr virus gp42 inhibitors, primary screen, biochemical, uHTS, fluorescence polarization; inhibition, % (tested at 21.74 µM); actives 0.42% (n = 220,000); Glycoprotein 42 (Epstein-Barr virus (strain AG876)), Q1HVG2; Fluorescence polarization binding assay, mP read-out; in the data active = inhibition above about 50%
Thrombin inh = human alpha-thrombin inhibitors, primary screen, counter-screen for coagulation protease inhibitor project, biochemical, 1536-well, fluorogenic AMC substrate. Prothrombin (Homo sapiens), P00734. Boc-VPR-AMC fluorogenic substrate cleavage. inhibition, % at 5 µM. actives 0.26% (n = 220,000);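 active = inhibition at or above 40%; inactive = inhibition below 40%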;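 note: 0% = enzyme with no compound and 100% = wells without enzyme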
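System – human alpha-thrombin · Medium – pH 7.5 Tris (50 mM) with NaCl 150 mM, Tween 20 0.05% · Compound – single-point dosing at 5 µM, 0.2% DMSO · Incubation – enzyme reaction carried out at room temperature · Technique – fluorescence of released AMC, ex 355 nm, em 460 nm · Read-out basis – % inhibition of thrombin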
PPC-1+TRAIL kill = compounds killing PPC-1 cancer cells with TRAIL present, primary screen, TRAIL potentiator project, ATPLite luminescence, uHTS; PPC-1 cells + TRAIL, ATPLite viability luminescence; cell killing (% activity), % at 4 µM; actives 0.41% (n = 220,000); AID 1443, 2008;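 active = cell killing above 50% in the first pass at 4 µM, then a duplicate retest at 5 µM averaging 50% or more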;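 note: plate controls were cells with TRAIL plus DMSO for no effect and medium-only wells lacking cells for full effect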
The depositor's hits bear a star; nt = no result given; [ ] = remark or other dose. Rows were taken by chance; any-hit rate near 3.6%.

SMILES | Furin inh | TRPN1 ag | m-calpain inh | Cl transport mod | TRPML3 ag | Tb hexokinase | EBV gp42 inh | Thrombin inh | PPC-1+TRAIL kill
Cc1ccc(Cn2c(Sc3ncccn3)nc3c2c(=O)[nH]c(=O)n3C)cc1 | -4.4 | -0.5 | 24.4 | 0.355 | 0.6 | -4.3 | -9.2 | 4.4 | 22.4
COc1cccc(-c2cc(C(F)(F)F)nc(NCc3ccco3)n2)c1 | -16.3[20 µM] | -0.6 | -0.2 | nt | 0.2 | -3.5 | 8.3 | 0.3 | 16.3
CCOC(=O)c1ccc(NC(=O)CC2C(=O)N(c3cccc(OC)c3)C(=O)N2CCOC)cc1 (stereo not drawn) | -9.2[20 µM] | 1.9 | -0.4 | 0.762 | 1.0 | 0.8 | -8.8 | -12.7 | 9.7
O=C(Nc1ncc2c(n1)-c1ccccc1CC2)c1ccc(F)cc1 | -29.7[20 µM] | -2.6 | 7.6 | -0.487 | -0.7 | 2.2 | 0.3 | 5.4 | 15.0
CS(=O)(=O)N1CCCC(C(=O)N2CCc3ccccc3C2)C1 (stereo not drawn) | -7.6 | 0.8 | 9.4 | -0.112 | 1.7 | 24.2 | -21.1 | -0.2 | -13.1
COc1ccccc1CCNC(=O)c1cnn2c(C(F)F)cc(C)nc12 | 7.0 | -0.8 | -16.6 | -0.421 | -0.1 | -2.3 | -9.4 | 0.6 | 6.0
CC1CCCCC1NC(=O)COC(=O)COc1ccc(Cl)cc1 (stereo not drawn) | -9.2[20 µM] | -1.1 | 15.9 | 0.0368 | 1.6 | -4.2 | -6.8 | 1.2 | 41.7
O=c1c(Cc2ccccc2)c(O)nc2n1CCS2 | -26.6 | -1.3 | 1.6 | nt | -1.4 | -3.1 | 0.7 | -5.0 | 24.2
COc1ccc(N2C(=O)C3CCCN3C2c2ccc(C)o2)cc1 (stereo not drawn) | -13.3 | -1.1 | -4.5 | -0.0183 | 0.5 | 0.2 | -13.7 | -6.4 | 3.1
c1ccc2c(c1)CCN(c1ncnc3nc[nH]c13)C2 | -10.5 | 0.8 | -16.2 | 0.601 | 1.2 | -20.4 | -21.8 | -3.2 | 12.1
CC(C)(ONC(=O)Nc1ccccc1Cl)C(=O)O | -13.3 | -0.7 | 10.0 | -0.0739 | 0.1 | -9.0 | -4.5 | -1.8 | 6.1
O=C(O)c1sccc1S(=O)(=O)N1CCN(c2ccc(C(F)(F)F)cn2)CC1 | -14.8 | -0.5 | -1.0 | 0.711 | 1.2 | 3.5 | -3.3 | 5.3 | 16.3
CSCCC(NC(C)=O)C(=O)Oc1ccc2c3c(c(=O)oc2c1)CCCC3 (stereo not drawn) | -90.2 | 0.0 | -359.9 | -0.854 | 0.3 | -17.0 | -5.9 | -7.9 | 8.0
CCOC(=O)CSc1nnc(-c2ccc(S(=O)(=O)N3CCOCC3)cc2)n1-c1ccccc1 | -11.3[20 µM] | 2.6 | 18.5 | 0.294 | 0.8 | -3.6 | -22.6 | -1.6 | 17.1
CCCc1nnc(NC(=O)C2CCCO2)s1 (stereo not drawn) | -18.6 | 1.0 | -10.5 | -0.0889 | 0.6 | -1.6 | -30.4 | -5.9 | 15.4
Cc1ccc(NCN2C(=O)C3CC=CCC3C2=O)cc1 (stereo not drawn) | 0.7[20 µM] | 2.5 | -21.3 | -0.694 | 0.8 | 2.8 | -7.8 | 1.0 | 12.2
O=C(O)CC(NC(=O)c1ccccc1NC(=O)c1ccccc1)C(=O)O (stereo not drawn) | -16.5[20 µM] | -1.2 | -16.5 | -0.794 | 0.4 | -3.6 | 25.2 | -1.7 | 4.7[5 µM]
CC(C)Oc1cccc(C(=O)NC(=S)Nc2cccc(NC(=O)c3ccccc3Cl)c2)c1 | 0.8 | -0.3 | -1.6 | 1.12 | 0.3 | 22.5 | 18.4 | -0.3 | 3.8
CCN(CC)CCCNc1nc2cc(OC)c(OC)cc2c2nc(-c3cccnc3)nn12 | -16.8[20 µM] | -1.0 | -10.6 | -0.523 | 0.8 | -21.2 | -5.7 | 3.5 | -4.3
O=C(Cn1nnc2ccccc2c1=O)NCCc1ccccc1 | -20.1 | -0.5 | 11.0 | 0.237 | 0.9 | -2.0 | -8.8 | -5.5 | 21.0
CCN1CC2([N+](=O)[O-])CC=C(OC)C([N+](=O)[O-])(C1)C2 (stereo not drawn) | -9.3 | -0.6 | 17.3 | 0.89 | -0.1 | -6.3 | -17.6 | 0.1 | 6.0
COc1ccccc1C(=O)Nc1nnc(SCC(=O)Nc2ccc3c(c2)oc2ccccc23)s1 | -3.9 | 1.1 | -65.7 | -0.215 | 0.9 | -20.6 | -23.3 | -9.2 | 25.7
CCOc1ccc(NC(=O)CN2CC(c3ccccc3)CC2=O)cc1 (stereo not drawn) | -15.2 | 0.3 | 15.4 | -2.76* | 0.3 | -1.8 | 0.3 | -3.0 | 3.1
Cc1ccc2c(COC(=O)CC3Sc4ccccc4NC3=O)cc(=O)oc2c1C (stereo not drawn) | -1.7 | 2.2 | -1.3 | 1.23 | 0.9 | 16.7 | -4.3 | 0.7 | 8.7
O=C(O)/C=C\C(=O)Nc1ccc(N2CCN(c3ccc(Cl)cc3)CC2)cc1 | -31.6 | 1.7 | -59.6 | -0.568 | 0.2 | -3.6 | -1.6 | -10.0 | 13.5
Cc1ccc(N2C(=O)N(CC(=O)NCc3ccccc3Cl)C(=O)C2C)cc1 (stereo not drawn) | -24.4 | 0.8 | 4.8 | -0.772 | 0.9 | -0.4 | -9.8 | -1.8 | -2.7
Cc1c(CCOC(=O)c2cc([N+](=O)[O-])cc([N+](=O)[O-])c2)sc[n+]1CC(=O)c1ccc(Br)cc1 | -4.8 | -0.6 | 14.4 | -0.253 | -1.0 | 9.9 | -1.5 | 16.2 | 31.7
C=CCNc1nc(-c2cccs2)c(CC(=O)O)s1 | -16.4 | 9.9 | -21.7 | -0.0148 | 4.0 | -10.2 | -2.8 | -3.7 | 24.0
COc1ccc(C2CC(c3ccc(Br)cc3)Nc3nc(N)nn32)cc1 (stereo not drawn) | -3.3 | 3.4 | -16.0 | nt | 2.0 | 37.7 | -18.5 | -1.4 | -5.1
CCn1c(CNC(=O)C(C)(C)C)nc2ccccc21 | -5.9 | -1.2 | -5.9 | 0.125 | -0.2 | -1.3 | -18.1 | 7.4 | -17.2
Cc1sc2ncn(CC(=O)NCc3ccccn3)c(=O)c2c1S(=O)(=O)N1CCOCC1 | -6.9[20 µM] | -0.3 | 10.4 | -0.161 | -0.3 | 1.2 | -11.5 | -3.4 | 11.8
Cc1cc(C(C)(C)C)cc(S(=O)(=O)Nc2ccc(C(=O)O)cc2)c1C | -14.6 | 0.8 | -19.8 | -0.293 | 0.6 | -1.5 | 9.3 | -0.2 | 9.1
Cc1cc([N+](=O)[O-])c2[nH]c(C(=O)N/N=C/c3ccccc3C(=O)O)c(-c3ccccc3)c2c1 | -5.6[20 µM] | 1.0 | -35.0 | -1.03 | 0.8 | 4.6 | 5.4 | 7.0 | 14.2
CC1CC(C)CN(C(=O)C(C)N(C)CC(=O)Nc2ccc(Cl)cc2)C1 (stereo not drawn) | -12.6 | -0.7 | 24.8 | 0.0215 | 0.2 | -0.4 | -21.9 | 3.7 | 0.7
CC(C)NCc1cccc([N+](=O)[O-])c1 | -13.4 | 1.2 | 4.7 | -0.252 | 0.1 | 0.3 | -4.2 | -14.9 | 4.1
O=C(O)CCSCc1ccccc1F | -2.1 | 2.7 | -5.9 | 0.0107 | 0.9 | 4.3 | -12.2 | -2.4 | 40.5
CCOC(=O)CSc1nnc([C@H](C)NC(=O)OC(C)(C)C)o1 | -5.5[20 µM] | 0.1 | 1.8 | 0.91 | 0.3 | 1.6 | -17.4 | -0.7 | 3.5
COc1ccc(-c2cc(N)n(S(=O)(=O)c3c(F)c(F)c(F)c(F)c3F)n2)cc1OC | -9.8 | -1.1 | -15.9 | nt | -0.4 | 1.2 | 1.9 | -8.2 | 3.9
CCCCNC(=S)Nc1ccccc1Cc1ccccc1 | -16.9 | -2.2 | 39.9 | 0.0117 | -1.1 | 6.3 | 0.1 | -1.8 | 12.1
CCOC(=O)c1c(C)oc(NC(=O)COc2ccc(Cl)cc2C)c1C#N | -16.7 | 5.0 | -10.5 | -0.746 | 0.2 | -6.0 | -20.9 | 2.4 | -24.9

A different layout for 2 compounds above.
Below each compound: Furin inh | TRPN1 ag | m-calpain inh | Cl transport mod | TRPML3 ag | Tb hexokinase | EBV gp42 inh | Thrombin inh | PPC-1+TRAIL kill
Cc1cc([N+](=O)[O-])c2[nH]c(C(=O)N/N=C/c3ccccc3C(=O)O)c(-c3ccccc3)c2c1
    -5.6[20 µM] | 1.0 | -35.0 | -1.03 | 0.8 | 4.6 | 5.4 | 7.0 | 14.2
CS(=O)(=O)N1CCCC(C(=O)N2CCc3ccccc3C2)C1 (stereo not drawn)
    -7.6 | 0.8 | 9.4 | -0.112 | 1.7 | 24.2 | -21.1 | -0.2 | -13.1

Among those listed so far, 2 have bromine:
SMILES | Furin inh | TRPN1 ag | m-calpain inh | Cl transport mod | TRPML3 ag | Tb hexokinase | EBV gp42 inh | Thrombin inh | PPC-1+TRAIL kill
Cc1c(CCOC(=O)c2cc([N+](=O)[O-])cc([N+](=O)[O-])c2)sc[n+]1CC(=O)c1ccc(Br)cc1 | -4.8 | -0.6 | 14.4 | -0.253 | -1.0 | 9.9 | -1.5 | 16.2 | 31.7
COc1ccc(C2CC(c3ccc(Br)cc3)Nc3nc(N)nn32)cc1 (stereo not drawn) | -3.3 | 3.4 | -16.0 | nt | 2.0 | 37.7 | -18.5 | -1.4 | -5.1

More results
SMILES | Furin inh | TRPN1 ag | m-calpain inh | Cl transport mod | TRPML3 ag | Tb hexokinase | EBV gp42 inh | Thrombin inh | PPC-1+TRAIL kill
CN1C(=O)C(O)(CC(=O)c2ccc(F)cc2)c2cc(Br)ccc21 (stereo not drawn) | -17.7 | 0.5 | -1.7 | -0.089 | 0.0 | 2.7 | -1.7 | 4.5 | 14.6
COc1cc(OC)c2c(-c3ccccc3)cc(=O)oc2c1C(CC(=O)N1CCOCC1)c1ccc2c(c1)OCO2 (stereo not drawn) | -20.7 | nt | -67.7 | -0.741 | nt | -20.1 | -1.8 | -10.4 | -0.2
CCN1C(=O)CS/C1=N\S(=O)(=O)c1ccc(C)cc1 | -8.4 | 0.3 | 26.1 | 0.282 | 0.5 | 8.2 | -11.4 | -0.8 | -1.2
O=C1CCCC2=C1C(c1cccs1)Nc1ccc3ncccc3c12 (stereo not drawn) | -2.6[20 µM] | -0.7 | -25.8 | -0.923 | -1.4 | -10.7 | -11.4 | -2.7 | 30.7
